# High-throughput results (PubChem)
# Diaph act CS = counter-screen for diaphorase-based assays: diaphorase activators and chemical reducers; activation factor at 20 µM; 0.005% of 190,000 active; Diaphorase/resazurin coupled assay, resorufin fluorescence, 16 min; hits give high values; 1 = vehicle wells, 0 = NADH-free wells; AID 1229;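 active means diaphorase activity raised at least twofold by the compound at 20 µM; inactive means activation factor below 2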
#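 Material: Purified diaphorase enzyme from Clostridium kluyveri | Buffer or medium: 50 mM HEPES pH 7.4 with 4.542 mM MgCl2, 0.005% Tween 20 | Times: 16 min enzyme reaction, ambient temperature | Signal: Red resorufin fluorescence at 544/590 nm excitation/emission | Measure: Increased resorufin signal from activators or reducing compounds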
# PPARg SRC-3 ag = PPARgamma-driven SRC-3 recruitment agonism; P37231; biochemical PPARgamma/SRC-3 coactivator recruitment assay; activation, % at 8 µM; 0.26% of 200,000 active; AID 731; in the data active means activation above about 23%;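 further: 0% = DMSO and 100% = reference agonist; some compounds past the cut are filed as inactive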
# SRC2 TRFRET art = TR-FRET artefact, counter-screen to PPARgamma/SRC-2 agonist assay | hits give high values | TR-FRET ratio at 8 µM | 0.4% of 200,000 active | AID 1049; in the data active means TR-FRET ratio above about 2000; further: inactives centre near 1500
# PMI act = increases human mannose-6-phosphate isomerase activity; purified human PMI, coupled resazurin fluorescence, 20 min; hits give high values; 1 = vehicle control, 0 substrate-free wells; activation factor at 20 µM; 0.005% of 190,000 active; AID 1214;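 active means activation factor of 2 or more at 20 µM, relative to plate controls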
# Target sequence (P34949 whole entry, looked up): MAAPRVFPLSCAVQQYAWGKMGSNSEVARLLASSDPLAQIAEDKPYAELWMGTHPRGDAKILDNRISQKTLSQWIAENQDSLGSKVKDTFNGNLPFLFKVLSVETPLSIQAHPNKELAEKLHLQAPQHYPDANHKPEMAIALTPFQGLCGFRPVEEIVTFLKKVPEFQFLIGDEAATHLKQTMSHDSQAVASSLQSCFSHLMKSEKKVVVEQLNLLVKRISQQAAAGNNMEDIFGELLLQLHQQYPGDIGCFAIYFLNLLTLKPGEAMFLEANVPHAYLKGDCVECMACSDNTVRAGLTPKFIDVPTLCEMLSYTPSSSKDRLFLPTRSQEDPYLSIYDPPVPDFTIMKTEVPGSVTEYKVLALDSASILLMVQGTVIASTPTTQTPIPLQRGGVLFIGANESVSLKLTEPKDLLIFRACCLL
# PPARg SRC1 recr = PPARgamma-driven SRC-1 recruitment agonism; PPARgamma-SRC-1 coactivator recruitment biochemical assay; activation, % at 8 µM; 0.41% of 200,000 active; AID 631; in the data active means activation above about 19%;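 further: 0% = DMSO and 100% = reference agonist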
# S1P3 antagonist = antagonists of human S1P3 receptor; Q99500; CHO S1P3 NFAT-BLA reporter, FRET fluorescence, antagonist mode; inhibition, % at 4.98 µM; 0.27% of 170,000 active; AID 485;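 active means inhibition above the plate cutoff, the mean inhibition of test wells on that plate plus 3 SD, cut at about 28% in these data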;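 further: cells challenged with S1P at its EC80 of 0.8 µM; blue over green emission ratio from cleaved BLA substrate after 4 h stimulation; 0% = S1P-stimulated wells and 100% = unstimulated DMSO-only wells; some compounds past the cut are filed as inactive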
# Diaphorase inh = diaphorase inhibition or chemical oxidation counter-screen. 0.69% of 190,000 active. diaphorase resazurin-to-resorufin fluorescence, NADH, 16 min; bacterial (C. kluyveri) enzyme, not human. AID 1217. inhibition, % at 20 µM;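 active means primary screen inhibition at 20 µM above a set limit, cut at about 50% in these data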;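 further: plate controls were DMSO with full reaction for no effect and wells lacking NADH for full effect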
#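 material = Clostridium kluyveri diaphorase enzyme | amount = 0.14 U/mL diaphorase, enzyme working solution | schedule = incubation 16 min, room temperature | detection = fluorescence of resorufin formed from resazurin, Ex 544/Em 590 nm | benchmarks = positive control minus NADH, DMSO neutral control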
# PMI act hi M6P = PMI (human) activation, high substrate | AID 1216 | P34949 | activation factor at 20 µM | coupled PMI enzyme assay, resazurin fluorescence, 20 min; hits give high values; 1 = untreated enzyme, 0 = substrate-free blank | 0.34% of 190,000 active;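 active means activation factor of 2 or more at 20 µM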
#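 Test system: human PMI in coupled enzyme assay; Input: PMI at 15 ng/mL final; Medium: HEPES buffer, pH 7.4; Schedule: 20 min incubation at room temperature; Technique: resorufin fluorescence at Ex 544/Em 590 nm; Compound: 20 µM single dose; Probe or stimulus: Near-saturating mannose-6-phosphate, 1.0 mM.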
# ROMK primary = human ROMK K+ channel modulation, primary screen | P48048 | Tet-inducible ROMK, thallium flux fluorescence; actives lie on both sides | B-score at 10 µM | 2% of 130,000 active;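 active means signal ratio slope over the read window, or its plate-corrected B-score, at least 3 SD from the plate mean, either direction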;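 further: B-score of the F/F0 ratio slope over 7 to 12 s after thallium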
# Target sequence (P48048 whole entry, looked up): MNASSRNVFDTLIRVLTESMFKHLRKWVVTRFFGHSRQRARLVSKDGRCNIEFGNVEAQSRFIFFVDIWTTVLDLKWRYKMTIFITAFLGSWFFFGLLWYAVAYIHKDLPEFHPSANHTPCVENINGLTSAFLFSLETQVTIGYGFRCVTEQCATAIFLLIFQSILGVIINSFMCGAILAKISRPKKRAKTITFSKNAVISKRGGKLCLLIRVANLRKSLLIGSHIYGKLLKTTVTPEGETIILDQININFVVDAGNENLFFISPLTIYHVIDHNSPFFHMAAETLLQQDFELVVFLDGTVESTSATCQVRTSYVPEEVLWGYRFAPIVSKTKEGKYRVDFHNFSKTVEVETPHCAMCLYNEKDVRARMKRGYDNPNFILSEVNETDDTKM
# PPARg SRC-2 ag = agonists of SRC-2 recruitment by human PPARgamma; activation, % at 8 µM; PPARgamma LBD-SRC-2 recruitment, biochemical; P37231; 0.34% of 200,000 active; in the data active means activation above about 22%;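 further: 0% = vehicle and 100% = reference agonist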
# G6PDH counter = counter-screen for G6PDH assay hits: L. mesenteroides G6PDH inhibition; Purified L. mesenteroides G6PDH, diaphorase/resazurin coupled fluorescence, 45 min; inhibition, % at 5 µM; 0.12% of 200,000 active; AID 1020; in the data active means inhibition above about 50%
# Active calls of the source: *; . = no result given.
Structure	ROMK primary	PMI act hi M6P	Diaph act CS	SRC2 TRFRET art	PPARg SRC-2 ag	PPARg SRC1 recr	G6PDH counter	Diaphorase inh	PPARg SRC-3 ag	S1P3 antagonist	PMI act
COc1ccccc1/C=C(/C(=O)OCC(=O)Nc1ccccc1C)c1ccccc1	.	0.9	0.8	1567	3	9	18	16	5	-5	0.8
O=C(CSCCNS(=O)(=O)c1ccccc1)Nc1ccccc1	.	0.9	0.9	1559	3	-2	2	10	-7	-34	1
Nc1n[nH]c(S(=O)(=O)CCCc2ccccc2)n1	.	1	0.9	1465	-2	3	-5	10	3	-27	1
CCC(=O)n1nc(NCc2ccc(OC)c(OC)c2)nc1NCc1ccc(OC)c(OC)c1	-0.4	1	0.9	1619	8	7	-4	13	12	-2	0.9
CCOC(=O)C(CC)Sc1ccc2nnc(-c3cccnc3)n2n1 (stereo not given)	0.088	1	0.9	1506	-4	2	4	14	-1	-20	1
Cn1c(NC(=O)CCC2CCCCC2)cc(=O)n(C)c1=O	.	1	1	1721	1	8	14	5	2	18	1
O=C(Nc1ccc(Oc2ccccc2)cc1)C1CCCO1 (stereo not given)	-0.18	1	1	1591	-4	5	3	2	-4	-20	1.1
O=C(CCc1n[nH]c(=O)[nH]c1=O)N/N=C/c1ccco1	0.5	1	0.9	1421	7	-2	1	9	1	-18	1
CC(C)c1nnc(NC(=O)c2c(O)c3cccc4c3n(c2=O)CCC4)s1	0.043	0.9	0.9	1526	-4	-3	0	14	-11	-20	0.9
CCn1c(C)nc2cc(C(=O)N/N=C(\C)c3ccccc3O)ccc21	1.1	1.3	1	1481	-1	5	0	-2	-5	-6	1.2
O=S(=O)(c1ccccc1)N1N=C(c2cccs2)CC1c1ccc(Br)cc1 (stereo not given)	.	0.9	0.9	1428	-7	2	1	10	-3	.	0.9
Cc1nn(Cc2ccccc2)c(Cl)c1/C=C/C(=O)OCC(=O)N1CCCC1=O	0.49	1	1	1516	5	-7	-1	4	0	8	1.1

# Compound profiles, as listed above.
# Cn1c(NC(=O)CCC2CCCCC2)cc(=O)n(C)c1=O is listed with ROMK primary: .; PMI act hi M6P: 1; Diaph act CS: 1; SRC2 TRFRET art: 1721; PPARg SRC-2 ag: 1; PPARg SRC1 recr: 8; G6PDH counter: 14; Diaphorase inh: 5; PPARg SRC-3 ag: 2; S1P3 antagonist: 18; PMI act: 1
# CC(C)c1nnc(NC(=O)c2c(O)c3cccc4c3n(c2=O)CCC4)s1 is listed with ROMK primary: 0.043; PMI act hi M6P: 0.9; Diaph act CS: 0.9; SRC2 TRFRET art: 1526; PPARg SRC-2 ag: -4; PPARg SRC1 recr: -3; G6PDH counter: 0; Diaphorase inh: 14; PPARg SRC-3 ag: -11; S1P3 antagonist: -20; PMI act: 0.9

# Further records
Structure	ROMK primary	PMI act hi M6P	Diaph act CS	SRC2 TRFRET art	PPARg SRC-2 ag	PPARg SRC1 recr	G6PDH counter	Diaphorase inh	PPARg SRC-3 ag	S1P3 antagonist	PMI act
CCCCN(CC)c1nc(-c2ccncc2)nc2ccccc12	.	1	0.7	1648	6	2	-2	25	6	.	0.9
CCOc1cc(CNC2CCCC2)ccc1OCc1ccccc1Cl	-1.1	1	1	1445	8	-4	-5	3	-1	-6	1
COc1ccc(-n2nc(C(=O)NCC(=O)N3CCN(Cc4ccc5c(c4)OCO5)CC3)c3ccccc3c2=O)cc1OC	0.4	0.9	0.8	1724	2	8	-4	20	1	-7	1
CC1(C)Cc2c(ccc3ccccc23)/C(=C/C(=O)N2CCCCC2)N1	.	1	0.9	1611	9	9	1	8	11	.	0.9
CCn1c(C(C)NC(=O)c2cccs2)nc2ccccc21 (stereo not given)	.	0.9	0.9	1485	1	7	-10	13	-1	-34	0.9
N#Cc1ccccc1S(=O)(=O)N1CCN(CC(O)c2ccccc2)CC1 (stereo not given)	-0.48	1.1	1	1503	6	6	4	2	1	-11	1
Cc1ccc(N(CC(=O)O)S(=O)(=O)c2cccc3nonc23)cc1	.	0.8	0.7	1366	-1	-1	-2	27	-8	2	0.9
CCOc1ccc(C(CC(=O)O)NC(=O)c2cccs2)cc1OC (stereo not given)	0.26	1.1	1	1513	3	-4	4	-3	6	-3	1
COc1ccccc1OCC(=O)Nc1cccc(-c2nnc(-c3ccco3)o2)c1	.	1	0.8	1726	-2	6	3	23	4	-5	1
COc1ccc(C)cc1NC(=O)C(CCS(C)(=O)=O)NC(C)=O (stereo not given)	.	1	1.1	1366	-11	-4	3	-6	3	.	0.9
Cc1ccsc1/C=N\NC(=O)CCc1c(C)n[nH]c1C	0.55	1	1	1677	2	-1	4	-3	-1	5	1
O=C(Nc1cccc(F)c1)c1cccc(S(=O)(=O)N2CCOCC2)c1	-0.7	1.1	1	1532	5	6	2	3	-7	16	1.1

# The listing continues.
Structure	ROMK primary	PMI act hi M6P	Diaph act CS	SRC2 TRFRET art	PPARg SRC-2 ag	PPARg SRC1 recr	G6PDH counter	Diaphorase inh	PPARg SRC-3 ag	S1P3 antagonist	PMI act
CCOC(=O)c1sc(=S)n(-c2ccc(F)c(F)c2)c1N	.	1	1	1584	6	-1	0	-4	7	.	0.7
CCn1c(CNc2nc3ccccc3n2C(C)C)nc2ccccc21	.	0.9	0.9	1572	3	2	15	13	7	.	0.9
Cc1cc(C)c2c(CC(=O)O)c(C)[nH]c2c1	0.9	0.6	0.7	1570	4	-11	15	28	1	-8	0.9
CNC(=O)COc1ccc(S(=O)(=O)Nc2ccccc2)cc1	-0.41	1	0.8	1618	4	1	7	21	0	-5	0.9
Cc1nc2ccc(NC(=O)Cc3cccs3)cc2s1	-0.63	0.9	0.9	1562	4	2	3	11	2	-6	1
O=C(Cc1ccccc1[N+](=O)[O-])NCCC1=CCCCC1	-0.3	0.9	0.8	1460	-2	8	13	17	5	-24	1
CCOC(=O)C1=C(C(F)(F)F)Nc2ncnn2C1c1cc(OC)c(OC)cc1OC (stereo not given)	-1	1.1	1	1656	12	2	2	4	1	-8	1.1
Cc1ccc2c(c1)nc(NCCCO)n2C	0.12	0.9	1	1564	4	0	2	2	1	.	0.9
CCCn1c(SCC(=O)NC23CC4CC(CC(C4)C2)C3)n[nH]c1=O	.	1.1	1.1	1798	2	2	10	-10	16	.	1
COc1ccc(-n2c(Cc3cccn3C)nnc2SCC(=O)N2CCCC2)cc1	.	1	0.9	1561	1	-1	-26	10	-4	-20	1
CCCc1cc(C(=O)OC)c(NC(=O)CCC(=O)O)s1	0.21	1	0.9	1475	-5	4	14	9	-2	-23	1
CCOC(=O)C(CC)/C(C)=N\NC(=O)CCC(=O)Nc1ccc(Cl)cc1Cl (stereo not given)	0.61	0.9	0.9	1390	-8	-8	3	8	-5	5	1

# (continued)
Structure	ROMK primary	PMI act hi M6P	Diaph act CS	SRC2 TRFRET art	PPARg SRC-2 ag	PPARg SRC1 recr	G6PDH counter	Diaphorase inh	PPARg SRC-3 ag	S1P3 antagonist	PMI act
O=C(NC(=S)Nc1ccccc1N1CCOCC1)c1cccs1	0.24	0.8	0.7	1416	-4	-2	0	25	0	3	0.9
CC1=CC(C)C2COC(c3ccc[n+](C)c3)C1C2C (stereo not given)	.	1.1	1	1411	-11	3	-15	5	1	6	1
CC(=O)c1nnn(-c2ccc([N+](=O)[O-])cc2C)c1C	.	1.1	0.9	1564	1	-1	5	10	-1	-2	1.2
Cc1ccc(C)c(S(=O)(=O)ON2C(=O)c3ccccc3C2=O)c1	-0.24	1.3	0.8	1627	8	2	-1	21	2	-10	1
O=C(NNC(=O)c1ccccc1Cl)c1ccncc1	-0.35	1	0.9	1804	2	5	0	11	-2	-6	0.9
Cc1sc2nc(CN3CCOCC3)nc(NCCc3ccccc3)c2c1C	.	1	0.8	1720	-2	3	-3	16	8	.	1
N#Cc1c(-n2cccc2)cccc1-n1cccc1	.	1	0.9	1390	5	9	-4	11	0	.	1
Cc1nn(-c2ccc(C(=O)Nc3nnc(C4CC4)s3)cc2)c(C)c1Cl	1	1	0.9	1446	-4	2	0	12	-1	9	1
Cc1ccc(CN2CCN(CCCn3cccn3)CC2CCO)cc1 (stereo not given)	1.4	1	0.8	1480	4	5	5	16	5	0	0.9
CSc1nsc(SCC(=O)N2CCCCC2)n1	1.5	0.9	0.8	1647	6	-2	2	16	3	-3	0.9
COc1ccc(C(=O)OCC(=O)NCC2CCCCC2)cc1S(=O)(=O)N1CCCc2ccccc21	.	0.9	0.8	1443	-2	1	6	19	3	.	0.9
O=C(N/N=C/c1ccc[nH]1)c1sc2ccccc2c1Cl	-0.018	1.4	0.9	1597	15	5	8	13	14	.	1.4

# The results go on.
Structure	ROMK primary	PMI act hi M6P	Diaph act CS	SRC2 TRFRET art	PPARg SRC-2 ag	PPARg SRC1 recr	G6PDH counter	Diaphorase inh	PPARg SRC-3 ag	S1P3 antagonist	PMI act
O=C(CSc1ccccc1)NCc1ccco1	.	1	1	1749	6	3	3	4	1	.	1
O=C(NCc1ccco1)c1ccc(COc2cc(Cl)ccc2Cl)cc1	.	0.9	0.8	1540	-3	12	-18	21	-1	3	0.8
C#CCN1C(=O)C(O)(CC(=O)c2cccc(OC)c2)c2ccccc21 (stereo not given)	-0.71	1	1	1582	4	8	29	-3	4	8	0.9
O=C(c1ccccc1F)N1CCN(c2cccc(C(F)(F)F)c2)CC1	.	1	0.8	1608	11	0	-14	18	-1	0	1
CCOC(=O)C1=C(CSc2nccn2C)NC(=O)NC1c1ccc2c(c1)OCO2 (stereo not given)	.	1	1	1765	5	6	9	3	9	-3	1
CCC1Oc2ccc(C)cc2N(CC(=O)NCc2cc(OC)ccc2OC)C1=O (stereo not given)	.	0.8	0.9	1538	7	2	2	13	4	-5	0.8
CCCCOc1ccc(C(O)C(CN2CCCCC2)c2ccccc2)cc1 (stereo not given)	-0.056	1.1	1	1637	3	7	2	1	0	13	1.2
Cc1cccc(C)c1Nc1nnc(SCc2nc3ccccc3s2)s1	.	1.1	0.9	1715	5	-1	-13	11	-1	1	1
CC(O)CNCCCOc1ccccc1OCc1ccccc1 (stereo not given)	0.044	1	0.9	1582	7	6	1	5	11	-14	1
Cc1c(-c2ncn[nH]2)sc(C#N)c1-c1ccccc1	0.38	1	0.9	1707	7	8	5	12	3	-3	1
CCc1ccc2[nH]c(=O)c(CN(Cc3ccc4c(c3)OCO4)C(=O)c3ccco3)cc2c1	.	1	0.9	1481	4	6	5	14	0	-13	0.9
CCSc1ccccc1C(=O)NC1CCCCC1	-0.092	1.1	1.3	1566	6	5	13	-28	2	-5	1.1
CCOC(=O)c1ccc(S(=O)(=O)N2CCN(S(=O)(=O)CC)CC2)cc1	.	1	0.9	1279	-6	-4	-2	8	-12	7	1
CCOC(=O)C1CCN(C(C)=C2C(=O)c3ccccc3C2=O)CC1	0.78	1.1	0.8	1403	-5	-1	24	17	-5	.	1
